Compound activity deposited in PubChem BioAssay by National Center for Advancing Translational Sciences (NCATS).
rTrxR1 inhibitor: inhibitors of rat thioredoxin reductase 1; AID 588453; recombinant rTrxR1, NADPH fluorescence consumption, selenite substrate; Potency, µM (top dose mostly 114 µM), inactives show at the top dose activity change, negative = inhibition, most hits filed as inhibitors; O89049; hit rate 1% among 390,000; further: on the % scale 0 is the no-effect control and ±100 the full control effect; nearly all actives have a fitted effect of over 65% in size
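Rat TrxR1 (90 nM in the dispensed reagent) was pre-reduced with 400 uM NADPH for 5 min at room temperature, then incubated with compound for 15 min. After 400 uM selenite was added, NADPH fluorescence (Ex 340/Em 450 nm) was followed for 8 min.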
RXFP1 ag: activates the human relaxin receptor RXFP1. hit rate 0.3% among 370,000. HEK293T-RXFP1 cAMP TR-FRET, 30 min; response scale: percent of porcine relaxin response, buffer zero. Q9HBX9. Potency, µM (top dose mostly 57.5 µM), inactives show at the top dose activation, hits mostly activators; further: on the % scale 0 is the no-effect control and ±100 the full control effect; nearly all actives have a fitted effect of over 60% in size; many of its hits are not listed in these tables
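HEK293 cells stably expressing RXFP1, treated 30 min at 37C with compounds plus PDE4 inhibitor Ro 20174; cAMP measured by HTRF TR-FRET. Normalized to buffer and 29 nM porcine relaxin; EC50 by Hill fit.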
RGS4 inhibitor: human RGS4 inhibition | AID 504845 | hit rate 0.039% among 390,000 | Transcreener GDP fluorescence polarization, RGS4-accelerated GTP hydrolysis | P49798 | Potency, µM (series often up to 114 µM), inactives show top-dose activity change, negative = inhibition, most hits filed as inhibitors; further: on the % scale 0 is the no-effect control and ±100 the full control effect; nearly all actives have a fitted effect of over 75% in size; some results filed as inactive show a strong effect at the top dose
Target sequence (P49798 whole entry, looked up): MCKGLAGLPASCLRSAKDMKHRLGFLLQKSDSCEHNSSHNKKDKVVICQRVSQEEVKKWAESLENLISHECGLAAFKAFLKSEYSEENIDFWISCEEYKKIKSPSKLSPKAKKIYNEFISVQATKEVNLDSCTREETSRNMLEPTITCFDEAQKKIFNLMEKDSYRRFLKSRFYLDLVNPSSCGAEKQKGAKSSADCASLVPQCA
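MLSMR compounds (23 nl, pin-transferred) preincubated 10 min at room temperature with a 500nM (2x) first reagent, then RGS4 at 900nM (2x) plus Transcreener GDP mix added; fluorescence polarization (620/688 nm) read before and after 90 min at 30 °C.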
mIDH1 inhibitor: human IDH1 R132H inhibition; hit rate 0.093% among 390,000; IDH1-R132H enzyme, NADPH consumption, diaphorase/resazurin fluorescence; AID 602179; Potency, µM (series often up to 76.6 µM), for inactives: at the highest dose activity change, negative = inhibition, usual class: inhibitors; O75874; further: on the % scale 0 is the no-effect control and ±100 the full control effect; nearly all actives have a fitted effect of over 65% in size
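IDH1-R132H (0.5 ug/mL dispensed) in pH 7.5 Tris buffer was preincubated 30 min with compound, then given a substrate mix of 0.016 mM NADPH and 2 mM alpha-KG for 80 min at room temperature; remaining NADPH was read by diaphorase/resazurin fluorescence.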
Vif-APOBEC3G blk: blocks the Vif interaction with human APOBEC3G; HeLa A3G-eYFP + Vif (tagged APOBEC3G with the HIV-1 protein that degrades it), YFP fluorescence, overnight; Potency, µM (series often up to 46.1 µM), for the others: at the highest dose activity, negative = active, actives largely listed as inhibitors; hit rate 0.076% among 410,000;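 further: on the % scale 0 is the no-effect control and ±100 the full control effect; nearly all actives have a fitted effect of over 60% in size; hits raise eYFP signal because A3G escapes Vif-driven loss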
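HeLa cells stably expressing Vif and C-terminally eYFP-tagged A3G, seeded overnight at 37 deg C, then exposed to compound by pintool overnight at 37 deg C. Rise in yellow fluorescence (Ex 488/Em 500-530, Acumen) marks blocked Vif-driven A3G degradation.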
12-LOX inh: inhibitors of human 12S-lipoxygenase ALOX12 | hit rate 1.1% among 580,000 | purified 12hLO, xylenol orange hydroperoxide absorbance | Potency, µM (top dose mostly 108 µM), without a hit: at the highest dose activity change, negative = inhibition, usual class: inhibitors | AID 1671190 | P18054; further: on the % scale 0 is the no-effect control and ±100 the full control effect
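Purified human 12hLO at 150 nM in 25 mM Hepes, 0.01% Triton X-100, pH 7.0, preincubated 15 min at room temperature with compound. Reaction started with 40 uM arachidonic acid, 30 min at room temperature. Hydroperoxide measured by Fe-xylenol orange, 573/405 nm absorbance ratio.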
USP1-UAF1 inh: USP1/UAF1 (human) deubiquitinase inhibition; AID 743255; hit rate 0.23% among 390,000; Potency, µM (titrated, usually from 57.1 µM), inactives show top-dose activity change, negative = inhibition, usual class: inhibitors; O94782; recombinant USP1/UAF1, Ub-Rhodamine cleavage fluorescence; further: on the % scale 0 is the no-effect control and ±100 the full control effect; nearly all actives have a fitted effect of over 60% in size; inactives centre near -12
Target sequence (O94782 whole entry, looked up): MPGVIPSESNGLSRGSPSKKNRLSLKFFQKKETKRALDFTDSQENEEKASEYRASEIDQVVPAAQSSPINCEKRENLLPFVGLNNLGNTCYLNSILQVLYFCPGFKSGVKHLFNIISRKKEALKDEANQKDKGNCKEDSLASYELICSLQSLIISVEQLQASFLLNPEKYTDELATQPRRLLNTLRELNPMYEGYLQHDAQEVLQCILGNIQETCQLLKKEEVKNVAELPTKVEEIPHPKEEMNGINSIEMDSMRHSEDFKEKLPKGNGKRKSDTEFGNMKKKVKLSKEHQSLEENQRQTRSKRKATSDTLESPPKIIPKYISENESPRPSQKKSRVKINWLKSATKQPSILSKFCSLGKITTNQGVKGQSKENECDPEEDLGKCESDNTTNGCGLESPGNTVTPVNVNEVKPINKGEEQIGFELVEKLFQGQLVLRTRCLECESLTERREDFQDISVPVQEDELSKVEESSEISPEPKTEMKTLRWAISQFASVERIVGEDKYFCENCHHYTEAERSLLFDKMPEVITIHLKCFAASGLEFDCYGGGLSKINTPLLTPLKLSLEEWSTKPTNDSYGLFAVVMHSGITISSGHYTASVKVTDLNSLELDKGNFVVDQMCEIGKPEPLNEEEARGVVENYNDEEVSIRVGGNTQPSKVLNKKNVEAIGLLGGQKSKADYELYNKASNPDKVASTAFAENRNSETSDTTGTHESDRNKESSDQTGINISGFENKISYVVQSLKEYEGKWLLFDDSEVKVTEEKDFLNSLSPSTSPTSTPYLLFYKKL
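USP1/UAF1 complex at 1 nM was preincubated with compound for 15 min at room temperature, then Ub-Rho substrate (150nM final) was added. Fluorescence (480/540 nm) was read kinetically, 6 reads every 60 seconds.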
TrxR1 substrate: is turned over as a substrate by rat TrxR1; hit rate 0.01% among 390,000; O89049; purified TrxR1 substrate turnover, NADPH consumption readout; Potency, µM (highest dose often 114 µM), for the others: at the highest dose activity change, negative = substrate turnover; further: on the % scale 0 is the no-effect control and ±100 the full control effect; nearly all actives have a fitted effect of over 50% in size
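Rat TrxR1, dispensed at 90 nM, was prereduced with 400 uM NADPH (final) for 5 min at ~22 deg C, then incubated with compound 15 min before 400 uM selenite. A first-read NADPH fluorescence drop versus no-compound background flagged substrates.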
Vif-APOBEC3F blk: inhibitors of Vif-A3F interaction; hit rate 0.2% among 390,000; AID 602313; HeLa A3F-eYFP + Vif (tagged APOBEC3F with the HIV-1 protein that degrades it), YFP fluorescence increase; Potency, µM (series often up to 46.1 µM), without a hit: at the top dose activity, negative = active; further: % of control where 0% means no effect; nearly all actives have a fitted effect of over 65% in size
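HeLa cells stably expressing Vif plus C-terminally eYFP-tagged A3F were seeded, incubated overnight at 37 deg C, dosed with compound, incubated overnight again at 37 deg C. Yellow fluorescence (Ex 488/Em 500-530) reported blocked Vif-mediated A3F-eYFP degradation.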
An asterisk follows results filed as active; ? = inconclusive; . = no result given; & = joins results of further samples; [ ] = dose if it differs, or a comment. The call rests on the fitted dose curve; in most records, active means well fitted curve in the direction sought with a large enough effect; inconclusive means small, poorly fitted or top-dose-only effect, or another doubt; inactive means no such curve, though single readings can be large; an effect the other way counts as inactive or inconclusive. Potency means the concentration at half of the fitted maximal effect. Not all compounds are listed (hit frequency here may not be typical).

item	SMILES	rTrxR1 inhibitor	RXFP1 ag	RGS4 inhibitor	mIDH1 inhibitor	Vif-APOBEC3G blk	12-LOX inh	USP1-UAF1 inh	TrxR1 substrate	Vif-APOBEC3F blk
1	O=C(CSc1nc(=O)n(CCCN2CCOCC2)c2c1CCCC2)Nc1ccc(F)cc1	9%[57.1 µM]	1.8%	2%	4%	3%	6%	-18%	10%[57.1 µM]	-24%
2	Cc1ccc(CNC(=O)COC(=O)c2cnc(C)cn2)cc1	2%	5.9%	13%	-5%	2%	-12%	-7%	0%	1%
3	COc1ccc(S(=O)(=O)N2CCCC(C(=O)NCC3CCCO3)C2)cc1OC (stereo not given)	27%[57.1 µM]	-0.4%	-21%	1%	-1%	1%	-12%	7%[57.1 µM]	?
4	CCCn1c(C)cc(/C=C(\C#N)C(=O)OCC(=O)Nc2ccc(OC)c(Cl)c2)c1C	79µM*	1.2%	9%	1%	0%	?	-23%	13%	1%
5	Cc1cccc2c(N=O)c(O)n(CCc3ccccc3)c12	29%	8.3%	2%	16%	-10%	-10%	-26%	9%	2%
6	CCOc1ccc2nc(NC(=O)c3cc(=O)c4cc(C)cc(C)c4o3)sc2c1	22%	-0.4%	11%	1%	1%	-5%	-17%	4%	1%
7	COc1ccccc1-c1nnc(SCC(=O)NC2CCCCC2)n1C	-8%	1.2%	27%	-1%	4%	-11%	-11%	-12%	20%
8	Cc1ccc(NC(=O)COC(=O)Cc2c(F)cccc2Cl)cc1S(=O)(=O)N1CCOCC1	-2%	-1.7%	-20%	-1%	-1%	-1%	-17%	-9%	-9%
9	CC(NC(=O)C(Cc1ccccc1)NC(=O)c1ccccc1)C(=O)O (stereo not given)	23%[57.1 µM]	1.4%	-1%	9%	-3%	-25%	1%	8%[57.1 µM]	-4%
10	CCOC(=O)c1cccnc1SCC(=O)NCc1ccccc1	17%	-0.7%	2%	7%	1%	24%	-11%	9%[57.1 µM]	-2%
11	O=C(NCCc1ccc(Cl)cc1)C1CCN(S(=O)(=O)c2cccc3nonc23)CC1	6%[57.1 µM]	-0.8%	14%	12%	-2%	14%	-5%	5%[57.1 µM]	0%
12	Cc1ccc(C)c(NC(=O)Cn2cc(S(=O)(=O)Cc3cccc(Cl)c3)c3ccccc32)c1	14%	-1.0%	-14%	-4%	?	?	-10%	-3%	?
13	CN(CC(=O)Nc1cccc(F)c1)C(=O)c1cn(-c2ccccc2)nc1-c1ccc(F)cc1	19%	-2.0%	1%	-11%	-5%	?	-15%	-7%	6%
14	CC(=O)N1CCOc2ccc(S(=O)(=O)Nc3ccc(C)cn3)cc21	16%	2.1%	-27%[56.9 µM]	11%	1%	1%	-8%	-2%	3%
15	O=C(OCC1CCCN2CCCCC12)c1ccc2c(c1)OCO2 (stereo not given)	23%	-2.3%	-1%	-3%	0%	?	-26%	14%	-8%
16	CCN(CC)S(=O)(=O)c1cc(C(=O)Nc2cc(C)on2)c(Cl)cc1Cl	15%[57.1 µM]	0.4%	7%	7%	1%	?	-6%	-9%	-14%
17	Cc1ccc(NC(=O)COc2ccccc2)cc1Cl	17%	-1.6%	0%	-11%	0%	.	-11%	-10%	0%
18	CC1CCCN(CCCNC(=O)c2ccc(NC(=O)C3=CSCCO3)cc2)C1 (stereo not given)	0%	0.1%	-7%	6%	1%	3%	-11%	-5%	6%
19	CCc1ccc2c(CC(=O)Nc3cccc(S(=O)(=O)N4CCOCC4)c3)coc2c1	16%	-1.9%	1%	0%	1%	?	-12%	-8%	9%
20	COc1cc(OC)c(C2SCCS2)c(OC)c1	5%	2.2%	14%	-3%	-4%	-11%	-26%	-11%	-8%
21	O=C(NC(=S)NCc1ccccc1)C1CCCCC1	-8%[57.1 µM]	3.5%	-26%	7%	-6%	?	-19%	-9%[57.1 µM]	2%
22	COc1ccc([C@H]2C[C@@H](n3cc(COC(=O)c4ccccc4)nn3)[C@H](O)CN2C(=O)C2CCCCC2)cc1	.	.	.	-3%	0%	?	?	.	5%
23	O=C(Nc1ccccc1C(=O)O)c1ccc(Br)c(S(=O)(=O)NCc2ccccc2)c1	6%[57.1 µM]	3.3%	4%	14%	2%	3%	-19%	6%[57.1 µM]	4%
24	COc1ccc(C(=O)O/N=C(/c2ccccc2)c2ccncc2)cc1OC	28%[57.1 µM]	-3.2%	-23%	-3%	-5%	7%	-16%	7%[57.1 µM]	8%
25	COc1ccccc1CNC(=O)CCCOc1cc(=O)n(C)c2ccccc12	21%	-1.1%	6%	10%	-4%	58%[activator]	-7%	5%	4%
26	Cc1ccccc1C(=O)Nc1nc2c(s1)CC(C(C)(C)C)CC2 (stereo not given)	49%[activator]	1.4%	-17%	13%	1%	?	-14%	5%	-1%
27	CCn1c(=O)cc(OCC(=O)NCCCN2CC(C)CC(C)C2)c2ccccc21 (stereo not given)	4%	0.4%	30%	5%	1%	0%	-5%	-2%	4%
28	CCCc1cc(N2CCCC2)n2nc(C)c(-c3ccccc3)c2n1	29%	2.2%	0%	1%	-9%	4%	-26%	72%[activator]	-14%
29	COc1ccc(NC(=O)c2c(Cl)cnn2C)c(C)c1	11%	4.7%	24%	-2%	0%	3%	-13%	0%	7%
30	COc1ccccc1N(C)S(=O)(=O)c1ccc(C(=O)Nc2cccc(Br)c2)cc1	27%[57.1 µM]	.	16%	-5%	1%	-29%	?	12%[57.1 µM]	5%
31	Cc1cccc(NS(=O)(=O)c2cccc(C(=O)N3CC(C)OC(C)C3)c2)c1 (stereo not given)	10%	0.4%	13%	2%	2%	-10%	-19%	-1%	-13%
32	CC1CCC2(CC1)NC(=O)N(CC(=O)Nc1ccccc1-c1ccccc1)C2=O (stereo not given)	5%[57.1 µM]	-0.2%	-10%	0%	-7%	-13%	-9%	-1%[57.1 µM]	1%
33	O=C(NN1CCOCC1)c1ccc(S(=O)(=O)N2CCCCC2)cc1	21%[57.1 µM]	3.8%	35%	5%	0%	153%[activator]	-33%	9%[57.1 µM]	-6%
34	COc1cc(C2c3c(oc4ccccc4c3=O)C(=O)N2c2ccccn2)cc(OC)c1OC (stereo not given)	8%	-1.5%	21%	-18%	7%	-9%	-16%	1%	-1%
35	CCCCn1nc(C(=O)O)ccc1=O	-2%	2.2%	11%[56.9 µM]	2%	2%	0%	-4%	3%	1%
36	Cc1ccnc(NS(=O)(=O)c2ccc(NC(=O)c3ccc(C)c(C)c3)cc2)n1	7%	-0.1%	10%	-8%	-10%	-20%	-27%	-1%	3%
37	C=CCc1c(OC(C)=O)c2ccccc2n(C)c1=O	-18%	-0.2%	-11%	10%	-1%	-16%	-12%	-8%	4%
38	COc1ccc(C)cc1S(=O)(=O)N1CCN(C(=O)c2ncoc2-c2ccc(C)cc2)CC1	-12%[57.1 µM]	-2.4%	-5%	5%	-3%	12%	2%	-7%[57.1 µM]	-3%
39	CC(C)(C)c1csc(NC(=O)CCS(=O)(=O)c2ccc(F)cc2)n1	.	.	.	4%	?	-1%	-24%	.	-8%
40	C1CCN2CC3CC(CN4CCCC[C@@H]34)[C@H]2C1	26%	.	-12%	16%	1%	6%	-24%	12%	-5%
41	C#CCOCCOCCOCCNc1nc(N2CCN(C(=O)[C@H](CCCN=C(N)N)n3cc(C(N)[C@H](C)CC)nn3)CC2)nc(N2CCN(C(=O)[C@H](CC(N)=O)n3cc(C(N)[C@@H](C)CC)nn3)CC2)n1 (stereo not given in full)	-14%	.	-16%	16%	6%	-22%	-30%	7%	-7%
42	CC(=O)Nc1ccc(S(=O)(=O)NC(CC(=O)NCCc2ccccc2)C(C)C)cc1 (stereo not given)	7%	0.9%	-21%	-7%	-1%	2%	2%	3%	-2%
43	Cc1ccc(C(=O)CSc2ncn[nH]2)cc1	-30%	1.2%	?	2%	-7%	0%	5%	-9%	-6%
44	O=C(NCc1ccccc1)C1CCN(c2ncnc3c2nc2n3CCCCC2)CC1	9%	3.4%	0%	-3%	7%	-23%	5%	2%	5%
45	COc1cc(O)c(C(CCN2CCN(c3ccccc3)CC2)c2ccc3c(c2)OCO3)c(OC)c1 (stereo not given)	0%&21%	0.0%	-10%&-13%	-8%[38.3 µM]	-3%&0%	-21%	?	-4%&4%	-4%
46	CCCCOc1ccc(C(=O)NC(=S)Nc2ccc(CN3CCOCC3)cc2)cc1	-6%	1.4%	4%	-4%	3%	?	-2%	-1%	4%
47	Cc1oc(-c2cccc(Cl)c2)nc1CSc1nc2c(c(=O)[nH]1)CCC2	2%	-0.1%	24%	-10%	2%	.	-3%	-5%	0%
48	Cc1ccc(CNC(=O)c2sc3nc[nH]c(=O)c3c2C)cc1	15%[57.1 µM]	14%	-1%	.	.	3%	-17%	1%[57.1 µM]	.

Single records, as listed above. Order of values: rTrxR1 inhibitor, RXFP1 ag, RGS4 inhibitor, mIDH1 inhibitor, Vif-APOBEC3G blk, 12-LOX inh, USP1-UAF1 inh, TrxR1 substrate, Vif-APOBEC3F blk
Profile of O=C(NN1CCOCC1)c1ccc(S(=O)(=O)N2CCCCC2)cc1 : 21%[57.1 µM], 3.8%, 35%, 5%, 0%, 153%[activator], -33%, 9%[57.1 µM], -6%
Profile of COc1ccc(C)cc1S(=O)(=O)N1CCN(C(=O)c2ncoc2-c2ccc(C)cc2)CC1 : -12%[57.1 µM], -2.4%, -5%, 5%, -3%, 12%, 2%, -7%[57.1 µM], -3%
